G6PDH CS: L. mesenteroides G6PDH inhibitors, counter-screen for G6PDH-coupled screening assays, biochemical, Leuconostoc mesenteroides enzyme. glucose-6-phosphate dehydrogenase [Leuconostoc mesenteroides]. Purified L. mesenteroides G6PDH, diaphorase/resazurin coupled fluorescence, 45 min. inhibition, % at 5 µM. hit rate 0.12% among 200,000; in the data active = inhibition above about 50%
STAT3 activator: IL-6 driven STAT3 reporter potentiators, primary screen, U3A cells, luciferase, luminescence, MLSCN library | activation (% of control), % at 5.6 µM | hit rate 0.91% among 190,000 | IL-6 STAT3-luciferase reporter; 100% = signal with IL-6 EC80 alone;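 active = activation above the screen-wide mean of compound activation plus 3 SD, cut at about 130% in these data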;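 note: 0% = background luminescence of wells with medium and substrate only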
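Test system: Human STAT1-deficient U3A cells with stable STAT3-luciferase reporter | Also added: Interleukin-6, 33 ng/mL | Timing: Compound pre-incubation 1 h before IL-6, then 6 h stimulation at 37 °C | Technique: Luciferase reporter luminescence | Read-out: Percent of IL-6-only median luminescence | Benchmarks: IL-6-only wells as 100% reference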
STAT1 inh: STAT1 signaling inhibitors, primary screen, cell-based, HTS, luciferase reporter; NIH 3T3 STAT1-luciferase reporter, IFN-gamma, luminescence; inhibition, % at 5.5 µM; hit rate 0.35% among 200,000; AID 920, 2007;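 active = inhibition above a set limit, the mean inhibition across all tested compounds plus 3 SD, cut at about 34% in these data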;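 note: 0% = IFN-gamma with DMSO and 100% = IFN-gamma with 300 µM nifuroxazide; values of inactives mirror those of a sister screen read the other way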
Diaph act CS: compounds boosting diaphorase resazurin reduction – biochemical, uHTS, resorufin fluorescence, counter-screen for diaphorase-coupled primary assays, primary screen; Diaphorase/resazurin coupled assay, 16 min; stronger effect = higher value; 1 = vehicle wells, 0 = NADH-free wells; hit rate 0.005% among 190,000; AID 1229, 2008; activation factor at 20 µM;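 active = diaphorase activity raised at least twofold by the compound at 20 µM; inactive = activation factor below 2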
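Material: bacterial diaphorase enzyme (C. kluyveri); amount: enzyme 0.07 U/mL final; reagent: NADH substrate 0.114 mM plus resazurin dye 0.1 mM, final; doses: single compound dose of 20 µM, 1% DMSO final; timing: 16 min enzyme reaction, ambient temperature; measured by: fluorescence of resorufin, 544 nm excitation, 590 nm emission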
Diaphorase inh: diaphorase inhibitors and chemical oxidizers, primary screen, counter-screen for diaphorase-coupled primary assays, biochemical, uHTS, resorufin fluorescence. inhibition, % at 20 µM. AID 1217, 2008. diaphorase resazurin-to-resorufin fluorescence, NADH, 16 min; bacterial (C. kluyveri) enzyme, not human. hit rate 0.69% among 190,000;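 active = primary screen inhibition at 20 µM above a set limit, cut at about 50% in these data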;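 note: plate controls were DMSO with full reaction for no effect and wells lacking NADH for full effect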
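Assay system – diaphorase enzyme from Clostridium kluyveri · Amount – diaphorase 0.14 U/mL (working solution) · Times – reaction incubation of 16 min at room temperature · Controls – No-NADH positive control and DMSO neutral control · Signal – resorufin fluorescence 544/590 nm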
APP 5UTR inh: inhibitors of APP translation via 5'UTR reporter, primary screen, APP 5'UTR luciferase, SH-SY5Y cells. SH-SY5Y APP 5'UTR-luciferase reporter, luminescence. inhibition, % at 2 µM. hit rate 0.82% among 190,000. AID 1285, 2008;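 active = inhibition above a set limit, derived from the sample mean plus 3 SD, cut at about 45% in these data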; note: values of inactives mirror those of a sister screen read the other way
STAT1 act: STAT1 signaling activators, primary screen, cell-based, HTS, luciferase reporter. AID 932, 2007. activation (% of control), % at 5.5 µM. NIH 3T3 STAT1-luciferase reporter, IFN-gamma, luminescence; 100% = IFN-gamma alone, no compound. hit rate 2.6% among 200,000;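 active = activation above the screen-wide mean activation plus 3 SD, cut at about 130% in these data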;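 note: raw ratio to IFN-gamma control signal so 100% means no change and 0% no light; values of inactives mirror those of a sister screen read the other way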
STAT3 inh: IL-6 driven STAT3 reporter inhibitors, primary screen, U3A cells, luciferase, luminescence, MLSCN library; IL-6 STAT3-luciferase reporter; host cell line lacks STAT1; inhibition, % at 5.5 µM; hit rate 0.89% among 190,000; AID 862, 2007;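 active = inhibition above the mean inhibition across all screened compounds plus 3 SD, cut at about 44% in these data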;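 note: 0% = DMSO only wells and 100% = 100 µM nifuroxazide control wells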
Hsp70 act: Hsp70 transcriptional activators, primary screen, cell-based, HeLa, Hsp70 promoter luciferase, luminescence, 10 µM; HeLa Hsp70 promoter luciferase reporter; scaled: vehicle 0, proteasome-inhibitor control 100%; activation, % at 10 µM; hit rate 0.04% among 200,000; AID 1203, 2008;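 active = activation above the mean across all tested compounds plus 3 SD, cutoff set per campaign, cut at about 5.5% in these data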;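 note: 100% = MG132 at 30 µM as the positive control and 0% = DMSO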
TLR4-MyD88 BLA: inhibitors of TLR4-MyD88 association in cells, primary screen, cell-based, HeLa CL3-4, BLA complementation, FRET ratio; HeLa CL3-4 TLR4/MyD88 BLA complementation; Toll-like receptor 4 (Homo sapiens) + Myeloid differentiation primary response protein …; AID 861, 2007; inhibition, % at 8.4 µM; hit rate 0.18% among 200,000; in the data active = inhibition above about 25%;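 note: 0% = vehicle and 100% = reference inhibitor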
Target sequence (O00206 whole entry, looked up): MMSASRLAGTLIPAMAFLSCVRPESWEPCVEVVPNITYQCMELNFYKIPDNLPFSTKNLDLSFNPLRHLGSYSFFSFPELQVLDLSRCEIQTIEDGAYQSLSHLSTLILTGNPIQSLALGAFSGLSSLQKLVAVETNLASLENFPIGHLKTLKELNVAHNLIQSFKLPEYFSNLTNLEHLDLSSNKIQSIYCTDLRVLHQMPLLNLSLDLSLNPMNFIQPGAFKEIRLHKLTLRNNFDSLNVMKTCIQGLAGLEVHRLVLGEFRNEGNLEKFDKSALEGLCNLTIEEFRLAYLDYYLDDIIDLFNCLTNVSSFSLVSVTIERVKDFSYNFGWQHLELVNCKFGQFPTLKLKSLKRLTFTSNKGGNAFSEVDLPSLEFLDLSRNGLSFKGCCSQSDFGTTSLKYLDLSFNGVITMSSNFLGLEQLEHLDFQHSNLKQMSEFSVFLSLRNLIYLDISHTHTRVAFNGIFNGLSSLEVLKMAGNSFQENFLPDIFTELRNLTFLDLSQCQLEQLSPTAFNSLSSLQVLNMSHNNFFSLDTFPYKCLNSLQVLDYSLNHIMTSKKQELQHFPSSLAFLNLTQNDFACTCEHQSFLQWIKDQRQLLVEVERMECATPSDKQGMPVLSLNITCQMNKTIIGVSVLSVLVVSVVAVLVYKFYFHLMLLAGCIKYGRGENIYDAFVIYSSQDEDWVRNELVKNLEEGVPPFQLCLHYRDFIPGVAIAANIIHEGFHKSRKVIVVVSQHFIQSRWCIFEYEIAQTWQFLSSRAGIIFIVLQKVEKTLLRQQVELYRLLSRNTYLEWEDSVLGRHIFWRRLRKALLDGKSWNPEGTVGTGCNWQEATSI
Target sequence (Q99836 whole entry, looked up): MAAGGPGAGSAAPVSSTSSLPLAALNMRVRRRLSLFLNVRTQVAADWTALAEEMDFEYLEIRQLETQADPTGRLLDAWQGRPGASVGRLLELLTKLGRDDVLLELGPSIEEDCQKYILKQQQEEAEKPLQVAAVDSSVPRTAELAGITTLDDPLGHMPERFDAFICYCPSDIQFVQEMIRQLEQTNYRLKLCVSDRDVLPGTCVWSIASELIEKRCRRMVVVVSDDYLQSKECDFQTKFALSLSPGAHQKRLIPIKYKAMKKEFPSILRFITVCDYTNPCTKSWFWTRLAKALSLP
Numbers without * were called inactive; . = no result given. Rows are unselected. About 6.1% of those tested had a hit in this group.

SMILES	G6PDH CS	STAT3 activator	STAT1 inh	Diaph act CS	Diaphorase inh	APP 5UTR inh	STAT1 act	STAT3 inh	Hsp70 act	TLR4-MyD88 BLA
O=C(COc1nc2ccccc2nc1N1CCOCC1)N1CCc2ccccc21	4	94	2	1	-4	7	98	11	-0.2	6
CCCOc1ccc(C(=O)Nc2ccc(S(=O)(=O)Nc3onc(C)c3C)cc2)cc1	4	101	-3	0.9	10	-6	102	10	-0.3	0
C=CCN1C2CCCC1CC(NC(=S)Nc1cccc(OC)c1)C2 (configuration not stated)	6	99	-5	0.9	10	-2	103	6	-0.3	-13
CCOC(=O)N/N=C\c1sccc1C	-11	103	2	1	0	28	98	-4	0.1	-16
COc1cc(C(=O)NCCC2=CCCCC2)cc(OC)c1OC	5	105	5	0.9	9	-2	97	1	-0.2	16
O=C(NNC(=O)c1cc(-c2ccccc2)nc2ccccc12)Nc1cccc(Cl)c1	2	98	0	0.8	15	8	100	3	0.3	-12
CCCCC(=O)Nc1ccc(C(=O)Nc2nnc(COC)s2)cc1	-3	99	2	0.8	21	6	102	2	-0.5	3
COc1ccc(C(=O)/C=C/c2cccs2)c(OC(=O)c2cccc([N+](=O)[O-])c2)c1	-12	112	-14	0.8	24	-21	112	-10	1.2	18
CCOC(=O)Cn1c(=N)n(CCOc2ccc3ccccc3c2)c2ccccc21	0	103	8	0.9	14	14	93	-3	-0.4	3
CC(C)(C)NC(=O)CSc1nnnn1C(C)(C)C	1	94	0	0.9	13	0	100	10	0.1	12
CCn1ncc(/C=C/C(=O)NCc2cn(C)nc2C)c1C	2	92	6	0.9	6	-9	94	15	0.2	2
O=C(COC(=O)c1ccc(S(=O)(=O)N2CCCC2)cc1)Nc1ccc(N2CCOCC2)cc1	11	100	-6	1	2	-4	104	1	-0.1	-14
CC(C)C(NC(=O)c1ccco1)C(=O)OCc1cc([N+](=O)[O-])cc2c1OCOC2 (configuration not stated)	3	108	-5	0.9	10	-4	102	-5	-0.3	16
CCCCOC(=O)c1ccc(NC(=O)c2cnccn2)cc1	4	96	-16	1	4	-24	115	7	-0.1	10
CC(=O)N1CCc2cc(S(=O)(=O)NCCC(=O)Nc3ccc4c(c3)OCCO4)ccc21	-4	98	-6	0.9	11	-34	107	9	-0.3	6
Oc1ccccc1/C=N/Nc1ncc(Br)cn1	58*	89	-3	0.9	14	57*	102	11	0.1	-21
Cc1ccc(NS(=O)(=O)c2cc(C(=O)NCCSC3CCCCC3)ccc2C)cc1	-3	103	-2	0.7	27	-14	102	6	-0.2	2
C[C@H](NC(=O)c1nc[nH]c1C(=O)N[C@@H](Cc1ccccc1)C(=O)OC(C)(C)C)c1ccccc1	4	.	2	0.6	43	1	99	.	0.5	-3
CCc1ccccc1NC(=O)C(C)n1nc([N+](=O)[O-])c(Br)c1C (configuration not stated)	6	95	4	0.9	7	-5	96	11	0.0	-2
CCC1=NN2C(=N)/C(=C/c3c(C)nn(-c4ccccc4)c3Cl)C(=O)N=C2S1	-5	106	-3	0.9	6	-4	102	-7	-0.3	1
O=C(OCC(=O)N1CCOCC1)c1ccc(Cl)nc1	4	100	6	1	-4	5	94	3	-0.3	5
Cc1cccc(N2C(=O)c3cccc4c(N5CCCCC5)c([N+](=O)[O-])cc(c34)C2=O)c1C	0	101	10	0.8	24	20	91	1	-0.3	6
CCONC(=O)Nc1ccccc1	-7	105	-1	0.9	6	-4	101	-7	-0.3	-7
CN1CCC(NC(=S)Nc2cccc([N+](=O)[O-])c2)CC1	1	102	-6	0.9	5	0	104	5	0.0	-7
CN(Cc1ccccc1)CC(O)COc1ccc(CNCc2ccc(Cl)s2)cc1 (configuration not stated)	-1	107	2	1	0	13	96	-3	-0.2	4
Cc1c(-c2ccccc2)oc2c(C(=O)N3CCN(c4ccc([N+](=O)[O-])cc4)CC3)cccc2c1=O	-17	102	0	0.9	11	1	100	-3	-0.4	0
CCCC(=Nc1ccccc1OC)C1=C(O)CC(c2ccccc2)CC1=O (configuration not stated)	5	100	14	0.9	12	3	88	4	0.1	-12
O=S1(=O)N=C(N2CCN(Cc3ccc4c(c3)OCO4)CC2)c2ccccc21	2	89	14	0.9	13	-1	87	16	0.1	-7
COc1cc(/C=C2/SC(=Nc3ccc(O)cc3)NC2=O)cc(OC)c1O	5	95	5	0.8	18	0	95	8	-0.1	3
O=C(COC(=O)c1cc(-c2cccc(Br)c2)nc2ccccc12)NCC1CCCO1 (configuration not stated)	-7	97	-3	0.9	10	17	101	7	-0.2	-1
COc1cc(C(=O)NCC2CCCO2)cc(OC)c1OC (configuration not stated)	-1	104	-3	0.9	7	8	102	-4	-0.7	-8
CCOc1ccc(OCC)c(NC(=O)CSc2nc3c(c(=O)n(C)c(=O)n3C)n2CC)c1	3	97	-1	1	5	11	101	11	-0.2	-6
COc1ccc(/C=N/NC(=O)c2cc(-c3ccccc3OC(C)C)nc3ccccc23)cc1CN1CCOCC1	-2	106	15	0.9	12	1	86	-7	-0.3	-3
O=C(Nc1ccccc1)c1cccnc1Nc1ccccc1	9	84	1	0.9	11	20	99	24	-0.1	-16
CCOc1cc(C(=O)OCC(=O)c2c(C)[nH]c3ccccc23)ccc1OCC(=O)N1CCOCC1	6	100	2	0.8	22	6	98	5	-0.1	0
N=c1oc2c3c4c(cc2cc1C(=O)Nc1ccccc1)CCCN4CCC3	17	114	-5	1	0	-52	105	-14	-0.3	2
COC(=O)C(NC(=O)c1ccc(F)cc1)(Nc1nc(C)cs1)C(F)(F)F (configuration not stated)	-12	103	10	0.9	8	-1	91	-1	-0.2	1
CC1=NN(C(=O)c2csc(C)c2C)C(O)(C(F)(F)F)C1 (configuration not stated)	-7	105	-13	1.1	-9	8	112	-8	-0.3	3
CC(C)OC(=O)CSc1nc(-c2ccc(F)cc2)cc(C(F)(F)F)n1	8	99	2	1.1	-8	-11	95	4	-0.3	-13
CCOc1ccc(CNC(=O)C(CC)n2nc(C)n3c(cc4occc43)c2=O)cc1OC (configuration not stated)	-14	97	3	0.8	22	-4	97	6	-0.2	1
O=C(NNc1ccccc1Cl)C(O)(c1cccc(C(F)(F)F)c1)c1cccc(C(F)(F)F)c1	6	99	12	0.9	12	22	90	5	-0.3	-6
CCOC(=O)c1cc(NC(=O)COC)ccc1O	16	92	-3	0.9	7	-2	102	15	-0.1	-11
CCc1ccc(NC(=S)N(CCN2CCCCC2)Cc2ccco2)cc1	6	99	-1	0.9	10	-5	101	1	-0.4	-1
O=C(CN(c1ccc(F)cc1)S(=O)(=O)c1ccc2c(c1)OCCO2)NCc1ccccc1	1	96	0	0.9	8	9	100	10	0.1	9
COc1ccc(/C=C2\N=C3CCCCCN3C2=O)cc1OC	7	101	6	0.9	5	1	94	3	-0.3	-13
CCc1ccccc1NC(=S)N(Cc1cccc(C)c1)c1cccnc1	-2	102	-3	0.9	10	-27	101	0	0.2	-15
Cc1ccc(C(=O)NCCOc2cccc(C)c2)cc1	8	104	-27	0.9	12	-14	124	-4	0.1	-2
O=C(Nc1cccc(S(=O)(=O)N2CCOCC2)c1)c1ccc(N2CCOCC2)c([N+](=O)[O-])c1	-8	104	6	0.7	26	-6	95	-10	-0.6	-12
CC(C)(O)C#Cc1ccc(C(=O)N2CCN(c3ccc(F)cc3)CC2)cc1	11	100	-1	0.9	11	-2	100	3	-0.2	8
CCn1nc(C)cc1-c1n[nH]c(=S)n1N	4	105	-1	0.9	12	-2	101	0	-0.5	2
O=C(COc1ccc(Br)cc1Br)NC(=O)NC1CCCC1	-4	119	-46	0.9	12	-44	142*	-22	-0.1	7
CC(Sc1nncn1-c1ccccc1)C(=O)Nc1cccc([N+](=O)[O-])c1 (configuration not stated)	12	105	-5	0.8	21	20	104	-5	-0.2	3
Cc1cccc(NC(=O)CSc2nnc(-c3ccc(S(=O)(=O)N4CCOCC4)cc3)n2C)c1	-2	104	5	0.8	22	-1	96	4	-0.4	0
N#Cc1nc(-c2ccccc2F)oc1NCc1ccccc1	11	103	-12	0.7	27	-9	111	6	0.0	-10
COc1cc(-c2cc(N3C(=O)Nc4ccccc4N3O)n[nH]2)cc(OC)c1OC	-10	91	10	0.9	7	17	93	9	-0.3	-8
CC(=O)N(CC1CCCO1)c1nnc(-c2cnccn2)s1 (configuration not stated)	3	96	-3	1	4	-6	103	14	0.1	6
O=[N+]([O-])c1ccc(N2CCOCC2)nc1	4	104	0	1	2	-8	100	2	-0.2	-10
CCn1c(SCC(=O)NNC(=O)c2ccc(C)cc2)nnc1-c1ccncc1	.	108	-3	.	.	6	104	1	0.3	-13
O=C(C1CCN(c2nnnn2-c2ccccc2)CC1)N1CCN(c2ccccc2)CC1	-4	99	4	0.8	16	-4	96	6	-0.1	-22
CC(C)(C)NC(=O)C(c1ccncc1)N(Cc1cccs1)C(=O)Cn1nnc(-c2cccs2)n1 (configuration not stated)	4	104	0	0.9	13	-6	100	2	-0.5	6
O=C(NCCN1C(=O)C2C3C=CC(C3)C2C1=O)Nc1ccc(Br)cc1 (configuration not stated)	18	111	-46	1.3	-26	.	141*	-3	-0.1	-2
COc1ccc(NC(=O)c2cc(Br)ccc2Cl)c([N+](=O)[O-])c1	0	99	0	0.9	7	-1	99	8	-0.1	-6
COC(=O)C1=CN(CCOC23CC4CC(CC(C4)C2)C3)C=C(C(=O)OC)C1c1ccsc1	0	112	-2	0.9	11	-3	100	-12	0.0	-2

Sorted by value in STAT3 activator (largest number first): three of the compounds above
smiles,STAT3 activator,STAT1 inh,APP 5UTR inh,STAT1 act,Hsp70 act,TLR4-MyD88 BLA
O=C(COc1ccc(Br)cc1Br)NC(=O)NC1CCCC1,119,-46,-44,142*,-0.1,7
CCn1c(SCC(=O)NNC(=O)c2ccc(C)cc2)nnc1-c1ccncc1,108,-3,6,104,0.3,-13
CCn1nc(C)cc1-c1n[nH]c(=S)n1N,105,-1,-2,101,-0.5,2
